PRMT1 FP inh = blocks human protein arginine methyltransferase 1; Q99873; AID 652257; inhibition, % at 2.79 µM; recombinant PRMT1, activity-based probe fluorescence polarization; 1.3% of 370,000 active;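 active means inhibition above about 21% made by adding two undisclosed values, limit read from the data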
Target sequence (Q99873 whole entry, looked up): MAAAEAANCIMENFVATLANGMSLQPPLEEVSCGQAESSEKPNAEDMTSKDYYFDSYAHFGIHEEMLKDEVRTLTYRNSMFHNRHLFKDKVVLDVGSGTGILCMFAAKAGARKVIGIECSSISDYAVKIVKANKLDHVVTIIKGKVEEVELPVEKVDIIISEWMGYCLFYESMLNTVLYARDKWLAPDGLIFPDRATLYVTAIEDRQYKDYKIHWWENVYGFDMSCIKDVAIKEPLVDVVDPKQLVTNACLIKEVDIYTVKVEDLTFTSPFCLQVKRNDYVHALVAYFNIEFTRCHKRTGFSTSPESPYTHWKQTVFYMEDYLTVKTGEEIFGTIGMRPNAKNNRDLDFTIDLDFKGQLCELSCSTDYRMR
HTRA1 inhibitor = blocks human HTRA1 serine peptidase. recombinant HTRA1, FP-rhodamine activity-based probe, fluorescence polarization. 0.5% of 340,000 active. inhibition, % at 5.96 µM; in the data active means inhibition above about 36%;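 further: 0% = enzyme with DMSO and 100% = wells lacking enzyme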
PG9 binder = binds the HIV-1 gp120 antibody PG9 | TR-FRET gp120-PG9 antibody binding | inhibition, % at 6.7 µM | 0.43% of 360,000 active | AID 624416; in the data active means inhibition above about 8.5%
mABHD4 FP = inhibitors of mouse ABHD4 | purified mABHD4, FP-Rh probe fluorescence polarization | inhibition, % at 8.92 µM | 0.54% of 370,000 active;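 active means inhibition exceeding the mean over every tested compound plus 3 SD, cut at about 30% in these data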;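 further: 0% = plate median of compound wells and 100% = S159A mutant with DMSO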
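Test system: mouse ABHD4 enzyme, wild type. Reagent: FP-Rh fluorescent activity-based probe, added after compound pre-incubation. Timing: pre-incubation 45 min, probe exposure 60 min, at 25 °C. Technique: FP readout, ex 525 nm / em 598 nm. Benchmarks: high control S159A mutant with DMSO, low control median of compound wells.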
LEDGF integ inh = blocks HIV-1 LEDGF/p75-dependent DNA integration. 0.64% of 370,000 active. AID 743269. inhibition, % at 3.7 µM. TR-FRET IN-LEDGF/p75 DNA integration, Eu/Cy5;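 active means inhibition above the screen-wide mean plus 3 SD, cut at about 13% in these data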;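 further: signal is the Cy5 over europium emission ratio at 671 and 618 nm; 0% = plate median of compound wells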
SIAE inh = blocks human sialic acid acetylesterase. Q9HAT2. inhibition, % at 9.66 µM. SIAE FP-Rh probe binding, fluorescence polarization. 0.69% of 370,000 active;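 active means inhibition above a cutoff: mean of compounds within the control limits plus 3 SD of those, cut at about 17% in these data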;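 further: 0% = plate median of compound wells and 100% = probe without SIAE protein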
TDP2 absorb = blocks human TDP2 phosphodiesterase activity | recombinant TDP2, T5PNP hydrolysis, p-nitrophenol absorbance 415 nm | 0.34% of 370,000 active | inhibition, % at 12.8 µM | AID 720702;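 active means inhibition above the mean of all tested compounds plus 3 SD, set per campaign, cut at about 25% in these data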;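 further: 0% = DMSO with enzyme and 100% = buffer with substrate but no TDP2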
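System – recombinant human TDP2 · Quantity – TDP2 enzyme at 120 nM final · Doses – single concentration, 12.8 µM nominal, with 1% DMSO · Incubation – 2 h at 37 °C · Measured by – epi absorbance of p-nitrophenol freed from T5PNP by hydrolysis · Read-out – % inhibition relative to enzyme-containing and enzyme-free wells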
TCR CD3 inh = human TCR-CD3 binding inhibition; TAMRA-labeled TCR probe fluorescence, biochemical; AID 651800; inhibition, % at 9.4 µM; 0.37% of 360,000 active; in the data active means inhibition above about 19%;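 further: recombinant mutant TCR 2C K166C tagged with TAMRA read by polarization; 0% = receptor in buffer alone and 100% = receptor with positive control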
rCAG binder = r(CAG) repeat RNA binding; TO-PRO-1 dye displacement fluorescence; inhibition, % at 3 µM; 1.3% of 370,000 active; AID 651821;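 active means inhibition above the plate cutoff, the mean of all test compounds on that plate plus 3 SD, cut at about 35% in these data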;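 further: 0% = DMSO alone and 100% = 100 µM mitoxantrone as full dye displacement; higher means more dye released from RNA so lower well fluorescence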
NR1D1 modulator = Rev-erb alpha (human) modulation. P20393. Rev-erbα–FITC-DNA binding, fluorescence polarization, 90 min. activity, % at 10 µM. 0.79% of 370,000 active. AID 1259318;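 active means activity above about 14%, limit read from the data; passing the limit was not always enough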;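 further: 0% = DMSO wells with 35 nM protein and 100% = DMSO wells with 750 nM protein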
Target sequence (P20393 whole entry, looked up): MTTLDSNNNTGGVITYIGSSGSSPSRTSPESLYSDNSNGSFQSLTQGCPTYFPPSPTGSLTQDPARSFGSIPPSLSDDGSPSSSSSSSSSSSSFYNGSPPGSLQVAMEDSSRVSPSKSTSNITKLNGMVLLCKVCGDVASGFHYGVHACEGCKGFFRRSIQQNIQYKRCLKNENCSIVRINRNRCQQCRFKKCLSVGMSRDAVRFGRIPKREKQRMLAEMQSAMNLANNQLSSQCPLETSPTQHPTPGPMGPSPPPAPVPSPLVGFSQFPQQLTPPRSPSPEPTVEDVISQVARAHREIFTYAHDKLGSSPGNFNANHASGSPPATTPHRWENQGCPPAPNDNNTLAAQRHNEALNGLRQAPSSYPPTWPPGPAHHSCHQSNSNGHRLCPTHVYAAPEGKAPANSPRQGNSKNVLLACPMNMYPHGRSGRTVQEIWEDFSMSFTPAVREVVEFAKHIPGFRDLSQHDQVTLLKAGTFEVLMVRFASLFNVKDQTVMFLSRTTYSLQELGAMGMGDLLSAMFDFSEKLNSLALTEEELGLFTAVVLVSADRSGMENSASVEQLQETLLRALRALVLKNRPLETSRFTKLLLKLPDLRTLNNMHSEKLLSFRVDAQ
The depositor's hits bear a star; / = not tested or not shown.

A first look, 3 compounds:
SMILES	PRMT1 FP inh	HTRA1 inhibitor	PG9 binder	mABHD4 FP	LEDGF integ inh	SIAE inh	TDP2 absorb	TCR CD3 inh	rCAG binder	NR1D1 modulator
Nc1sc(-c2ccccc2)cc1C(=O)NCCN1CCOCC1	19	/	-11	-3	-7	6	-3	-4	3	7
Cn1c(=O)c2cc(NC(=S)NCc3ccccc3F)ccc2n1Cc1cccc(C(F)(F)F)c1	2	/	0.5	5	-4	6	1	0	3	0
COc1ccc(-c2oc(/N=C/N3CCOCC3)c(C#N)c2-c2ccc(OC)cc2)cc1	0	15	0.9	2	2	6	3	-3	8	2

Results, repeating the preview:
SMILES	PRMT1 FP inh	HTRA1 inhibitor	PG9 binder	mABHD4 FP	LEDGF integ inh	SIAE inh	TDP2 absorb	TCR CD3 inh	rCAG binder	NR1D1 modulator
Nc1sc(-c2ccccc2)cc1C(=O)NCCN1CCOCC1	19	/	-11	-3	-7	6	-3	-4	3	7
Cn1c(=O)c2cc(NC(=S)NCc3ccccc3F)ccc2n1Cc1cccc(C(F)(F)F)c1	2	/	0.5	5	-4	6	1	0	3	0
COc1ccc(-c2oc(/N=C/N3CCOCC3)c(C#N)c2-c2ccc(OC)cc2)cc1	0	15	0.9	2	2	6	3	-3	8	2
CCOC(=O)c1[nH]c2ccccc2c1NC(=S)Nc1ccccc1	3	-3	-4.5	9	-3	3	-7	4	4	3
Cc1ccc(NC(=O)O/N=C/c2ccc(Br)cc2)cc1	2	1	-1.9	-7	-1	2	-6	4	1	-4
Cc1nn(-c2ccccc2)c2sc(C(=O)N3CCN(S(=O)(=O)c4ccc(Br)s4)CC3)cc12	0	/	/	6	-2	1	-13	/	8	14
O=C1c2ccccc2NC(c2cccs2)N1NS(=O)(=O)c1ccccc1 (configuration not stated)	1	-1	0.1	-10	-4	3	-13	-3	-2	9
Cc1ccc(S(=O)(=O)N2CCOC2CNC(=O)C(=O)NCCCN2CCOCC2)cc1 (configuration not stated)	-4	-4	-2.2	4	3	0	4	3	-3	-5
O=C(NCc1ccccc1Cl)c1cnc2ccccc2n1	-3	-9	-2.7	2	2	5	4	0	0	0
c1ccc(-c2ccc(C3=Nn4c(nnc4-c4ccccn4)SC3)cc2)cc1	5	/	/	-12	-2	-9	5	/	2	-6
Cc1ccc(Cn2c(=S)[nH]c3ccc(N4CCOCC4)cc3c2=O)o1	69*	14	-2.1	12	3	6	-10	3	17	-3
Cc1nn(S(=O)(=O)c2cccs2)c(C)c1Sc1ccc([N+](=O)[O-])cc1	1	-24	1.4	-4	0	-3	-13	-5	5	6
O=C(NCCCN1CCOCC1)c1cn(-c2ccccc2)nc1-c1cccs1	1	-2	-1.6	-6	-1	0	2	9	-5	0
CC(C)(C)NC(=O)Cn1c(SCC(=O)NC2CCCCC2)nc2ccccc21	-1	3	0.5	-2	4	1	-4	-8	-8	2
O=C(NCC1CCCO1)C(c1cccs1)N(C(=O)c1ccc(CN2CCOCC2)o1)c1ccc(Cl)cc1 (configuration not stated)	-5	-5	-0.5	-4	-7	6	-11	5	0	4
O=C(O)c1cccc(-c2ccc(/C=N/Nc3ccc([N+](=O)[O-])cc3)o2)c1	-4	4	-3.0	39*	4	-9	-17	-2	59*	5
COc1ccc(NC(=O)CSc2cn[nH]n2)cc1OC	6	-6	-1.2	9	-2	-14	19	2	3	-7
CON(C)C(=O)/C=C/CCCCNC(=O)OC(C)(C)C	-2	-3	-0.8	3	1	3	9	-9	-4	3
COC(=O)CNC(=O)C1CCN(C(=O)OCc2ccccc2)CC1	2	0	-1.1	-1	-2	3	-9	1	-1	0
Fc1ccc(-c2nc(-c3cnccn3)no2)c(Cl)c1	7	-4	-0.2	2	-2	-3	4	-5	-1	0
O=C(CSc1nc2ccccc2c(=O)n1-c1ccccc1)NCc1ccco1	-1	10	0.9	-11	1	1	-3	6	-1	3
CC(NC(=O)C1CCN(C(=O)[C@@H]2Cc3ccccc3CN2C(=O)OC(C)(C)C)CC1)c1ccccc1 (some centres not stated)	0	-2	-1.4	12	-4	-2	-6	11	-3	4
CCOC(=O)C(Oc1ccc(=O)n(-c2ccccc2)n1)C(C)=O (configuration not stated)	-2	-5	1.9	12	-1	-2	8	3	-2	-3
CN(C)C(=O)COC(=O)c1ccccc1Sc1ccccc1C#N	-2	-5	-0.5	-4	3	-82	-7	9	-4	2
COc1cc(F)ccc1-c1cc(C(=O)NCc2cccc(Cl)c2)[nH]n1	4	/	-1.3	-15	0	-15	-5	-1	1	2
(list continues)
SMILES	PRMT1 FP inh	HTRA1 inhibitor	PG9 binder	mABHD4 FP	LEDGF integ inh	SIAE inh	TDP2 absorb	TCR CD3 inh	rCAG binder	NR1D1 modulator
CCCc1ccc2oc(C(=O)N3CCC(COC)C3)c(C)c2c1 (configuration not stated)	-1	-9	2.3	-3	1	-6	7	2	-8	1
CCC(CC)n1c(C)cc(=O)n1C(CC)CC	-8	6	-1.9	5	-1	-6	-16	2	2	-3
CC(C)CO/C(=N/S(=O)(=O)c1ccccc1)c1ccccc1	3	2	-0.6	2	-3	1	7	3	1	2
CCOC(=O)Nc1ccc2c(c1)[C@@]1(CC(=O)N(CC(C)C)C1c1ccccc1)C(=O)N2C (some centres not stated)	2	/	/	1	-2	0	-2	/	0	11
C=CCNC(=O)c1ccc2c(=O)n(Cc3ccccc3OC)c(=S)[nH]c2c1	-3	-12	4.2	-15	1	-6	5	-2	3	6
CN(C(=O)c1ccc2c(c1)S(=O)(=O)N=C1CCCCCN12)c1ccccc1	9	-4	-0.6	-13	-2	2	-13	-1	-3	-4
COC(=O)[C@]1(C)CCC[C@@]2(C)C3CC[C@]4(OC(C)=O)C[C@@]3(CCC21)CC4=O (some centres not stated)	1	-6	0.6	-5	-1	7	0	6	-10	-4
CN(C)CCNC(=O)c1cc2c(s1)-c1ccccc1OC2	1	4	3.8	3	-3	-5	-3	2	3	-14
Cc1c(C(=O)N2CCc3ccccc3C2)oc2ccccc12	0	-4	-1.7	-5	0	-1	10	0	-7	4
O=C(O)c1cccc(Nc2ncnc3sccc23)c1	0	/	0.1	-4	4	-1	-9	5	4	1
CCNC(=O)c1cc2c(c(-c3cccc(-c4ccccc4F)c3)n1)[C@H](CCO)N(C(=O)CC)C2	-4	/	-0.3	3	5	5	-12	6	0	-3
CCOc1ccccc1NC(=O)CCn1nc(C)c(S(=O)(=O)N2CCCCC2)c1C	3	-1	-1.4	2	-1	-3	6	3	-5	-6
O=C(CCn1c(=O)oc2ccccc21)Nc1cccc([N+](=O)[O-])c1	-2	-6	-0.9	4	0	-22	-2	-4	-1	0
COCCCNC(=O)c1cccc2c(-c3ccc(O)c(OC)c3)coc12	-3	/	-1.0	2	1	-6	-10	-6	5	-8
CC1=C(C(=O)OCc2ccccc2)C(c2cccc(Cl)c2Cl)NC(=O)N1CCCCCC(=O)O (configuration not stated)	-1	-5	0.1	-33	-2	4	0	4	25	2
COC(=O)c1ccc2nc(-c3ccc(Cl)cc3)c(CC3CCCCC3)n2c1	2	/	-1.0	-9	-1	-15	1	0	14	-2
CC(C)(C)c1ccc(OCC(=O)N/N=C/C2CC=CCC2)cc1 (configuration not stated)	-1	-23	-3.4	-6	4	-3	0	2	0	-1
CC(=O)OCC(=O)[C@@]1(O)CC[C@H]2[C@@H]3CCC4=CC(=O)C=C[C@]4(C)[C@H]3[C@@H](O)C[C@@]21C	-2	6	-1.8	3	-1	-2	3	-3	-1	5
Cc1ccc(C)c(/C(O)=C2/C(=O)C(=O)N(CCN3CCOCC3)C2c2ccco2)c1 (configuration not stated)	6	3	2.2	16	6	-4	1	10	6	-10
COc1ccc(/C=C2\CCCC3C2=NN(C(=O)c2scnc2C)C3c2ccc(OC)c(OC)c2)cc1OC (configuration not stated)	-4	-6	-1.3	-7	5	-2	-10	0	-4	1
CCCCCCn1c(CN2CCCCC2C)nc2c1c(=O)n(C)c(=O)n2C (configuration not stated)	-5	-9	1.8	-1	-1	-2	6	-6	-6	-1
CCN1C(=O)[C@H]2[C@@H](c3ccc(C)cc3)N3C(=O)N(c4cccc(F)c4)C(=O)[C@@]3(C)[C@H]2C1=O	3	-2	0.9	-1	-2	-1	5	-6	-7	-1
COC(=O)[C@]12C[C@H](CC(=O)NCCC(C)C)C(=O)N(Cc3cccc4ccccc34)C1=C[C@H](COCc1ccccc1)O[C@@H]2C	-4	/	/	-2	-2	-5	-7	/	4	2
COc1ccc(S(=O)(=O)N(C)c2ccc(C(=O)Nc3cccnc3)cc2)cc1OC	0	-6	-1.5	-5	2	-8	-18	7	-1	-2
CCc1ccc(Nc2n[n+](C)c(-c3ccncc3)s2)cc1	4	-17	-2.0	4	42*	8	-2	8	-1	8
(next part)
SMILES	PRMT1 FP inh	HTRA1 inhibitor	PG9 binder	mABHD4 FP	LEDGF integ inh	SIAE inh	TDP2 absorb	TCR CD3 inh	rCAG binder	NR1D1 modulator
CCCCOc1ccc(Cl)cc1CSc1nncn1N	-3	-11	-1.4	-4	3	-4	-3	-4	-1	-3
Cc1ccc(S(=O)(=O)N2CCCC2)cc1C(=O)NCC(C)(C)N1CCOCC1	-1	12	0.1	4	2	4	6	-1	1	1
NCCNc1ccc([N+](=O)[O-])c(Sc2nc3ccccc3[nH]2)c1	-3	-13	0.1	-6	2	1	-11	6	20	7
COc1cccc(CNC(=O)CCC2CCCN(C(=O)c3ccc(OC)c(F)c3)C2)c1 (configuration not stated)	3	1	1.0	-1	-1	4	3	1	-7	9
COc1ccc(CNCCC(c2ccccc2)C2CCOC(C)(C)C2)cc1 (configuration not stated)	1	-1	-0.4	0	-7	-6	-13	-3	-5	-6
O=[N+]([O-])c1cccc2ncccc12	2	-1	-1.9	-4	0	-2	-22	-9	4	1
Cc1ccc2c(c1)/C(=N/OC(=O)c1ccc(F)cc1)CCS2	4	1	1.8	3	-1	-1	-4	1	-2	9
CNc1n[nH]c(=S)s1	7	6	-3.2	-3	-4	7	4	-2	-1	3
O=C(O)c1ccccc1/C=N/Nc1ccc(S(=O)(=O)N2CCOCC2)cc1[N+](=O)[O-]	6	7	-0.4	14	2	8	-8	3	7	5
O=C(NCc1ccccc1)C(c1ccccc1)N(C(=O)c1csnn1)C1CCCC1 (configuration not stated)	2	-1	-0.5	-5	3	2	13	0	-3	2
CCCN(CC(=O)Nc1cc(Cl)ccc1Cl)C(=O)CN1C(=O)C2CCCCC2C1=O (configuration not stated)	-9	2	-3.6	-1	4	-10	4	7	-5	0
CC1CC(=O)Nc2ccccc2N1C(=O)CSc1nnnn1C (configuration not stated)	-3	7	-0.8	-3	-1	-3	-7	1	1	-1
Cc1onc(-c2ccccc2)c1C(=O)NC(=S)NNC(=O)c1cc(-c2ccc(F)cc2)n[nH]1	-3	26	-0.9	4	-9	-5	-7	1	68*	-15
Cc1cc(OCCCCn2ccnc2)cc(C)c1Cl	1	-5	1.7	12	5	4	-4	4	-4	-8
C/C(=N\O)c1ccc2c3ccccc3n(C)c2c1	-1	-28	0.1	-14	-1	-5	2	2	7	2
O=C(NCc1nc2ccccc2[nH]1)c1cccs1	-7	-2	-2.6	0	-1	2	-3	2	1	-6

The list is partial, so the mix of outcomes need not match the whole.
